# Assay outcomes (PubChem)
# Cdc25B block: inhibitors of Cdc25B phosphatase catalytic domain, primary screen, biochemical, OMFP fluorescence | M-phase inducer phosphatase 2 (Homo sapiens), P30305 | AID 368, 2006 | recombinant Cdc25B, OMFP fluorescence Ex485/Em525 | 65,000 tested, 0.1% active | inhibition, %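 (compounds tested at 10 µM final in the well)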; in the data active means inhibition above about 50%
# Target sequence (P30305 whole entry, looked up, the tested form may be a part): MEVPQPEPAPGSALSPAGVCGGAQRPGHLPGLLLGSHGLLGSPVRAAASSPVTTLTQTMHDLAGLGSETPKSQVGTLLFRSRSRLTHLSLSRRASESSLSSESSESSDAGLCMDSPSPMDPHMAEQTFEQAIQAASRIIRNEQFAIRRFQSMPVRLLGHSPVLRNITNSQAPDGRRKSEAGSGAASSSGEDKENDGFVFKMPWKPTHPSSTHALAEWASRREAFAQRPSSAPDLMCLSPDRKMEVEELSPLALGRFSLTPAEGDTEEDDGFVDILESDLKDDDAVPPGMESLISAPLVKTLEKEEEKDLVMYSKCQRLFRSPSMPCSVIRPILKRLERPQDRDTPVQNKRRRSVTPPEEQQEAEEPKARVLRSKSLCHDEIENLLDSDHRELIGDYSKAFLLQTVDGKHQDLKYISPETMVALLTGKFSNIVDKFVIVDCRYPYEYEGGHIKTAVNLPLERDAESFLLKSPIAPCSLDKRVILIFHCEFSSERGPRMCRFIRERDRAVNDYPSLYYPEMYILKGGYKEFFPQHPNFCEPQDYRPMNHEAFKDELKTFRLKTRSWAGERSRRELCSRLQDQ
# CatB inh: human cathepsin B inhibitors, primary screen, biochemical, fluorogenic substrate; purified cathepsin B, fluorescence; P07858; inhibition, %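 (tested at 10 µM)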; AID 453, 2006; 63,000 tested, 0.1% active; in the data active means inhibition above about 21%;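 further: 0% = enzyme with no compound and 100% = no enzyme blank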
# CatB mix inh: cathepsin B inhibitors from pooled compounds, primary screen, biochemical, compound mixtures, AMC fluorescence; P07858; Purified cathepsin B, AMC dipeptide fluorescence; inhibition, %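 (ten-compound pools at 5 µM per compound and 50 µM total)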; 62,000 tested, 0.06% active; AID 488, 2006; in the data active means inhibition above about 22%, passing the limit was not always enough;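 further: 0% = enzyme without compound and 100% = no enzyme blank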
# Ec RNAP inh: E. coli RNAP inhibitors, biochemical; DNA-directed RNA polymerase subunit beta (Escherichia coli (strain K12)), P0A8V2; E. coli RNA polymerase, fluorescence transcription assay; inhibition, %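 (tested at 10 µM)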; 62,000 tested, 0.2% active; AID 559, 2006; in the data active means inhibition above about 20%;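 further: 0% = enzyme without compound and 100% = no enzyme blank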
# DUSP1 inh: MKP-1 phosphatase inhibitors, primary screen, biochemical, in vitro | 65,000 tested, 0.15% active | inhibition, %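 (compounds tested at a single concentration somewhere between 10 and 100 µM)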 | recombinant MKP-1, OMFP hydrolysis fluorescence;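 active means inhibition above about 50%, limit read from the data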;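 further: 0% = DMSO max control wells and 100% = wells with enzyme stopped by NaOH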
# Target sequence (P28562 whole entry, looked up): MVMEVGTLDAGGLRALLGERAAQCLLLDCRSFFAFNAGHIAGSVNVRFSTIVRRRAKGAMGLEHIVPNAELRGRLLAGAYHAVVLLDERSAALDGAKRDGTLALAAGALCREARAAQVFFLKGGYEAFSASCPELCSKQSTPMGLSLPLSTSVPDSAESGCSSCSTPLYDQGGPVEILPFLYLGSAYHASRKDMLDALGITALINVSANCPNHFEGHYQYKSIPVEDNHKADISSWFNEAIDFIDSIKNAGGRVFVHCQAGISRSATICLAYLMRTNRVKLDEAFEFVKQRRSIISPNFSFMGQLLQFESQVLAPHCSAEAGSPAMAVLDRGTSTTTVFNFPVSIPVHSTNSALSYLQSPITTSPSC
# D1 mod: D1 CRE-luciferase signal change, two-sided – cell-based, HEK293 D1, dopamine EC30, D1 allosteric modulator project, primary screen; dopamine EC30 potentiation; actives deviate in either direction; B-score at 10 µM; 58,000 tested, 5.9% active; AID 641, 2007;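 active means luminescence count or its row- and column-corrected plate score outside the 99.7% band of the plate's sample wells, on either side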
# AP complement: alternative complement pathway inhibitors, primary screen, biochemical, ELISA, human serum, orthogonally pooled compounds; inhibition, % at 5 µM; 62,000 tested, 0.08% active; AID 1235, 2008; LPS-coated ELISA, C3 deposition; tested in compound mixtures;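 active means inhibition above 30% in each of the two pooled mixtures holding the compound, so the lower value exceeds 30%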;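 further: 0% = serum in Mg-EGTA without compound and 100% = EDTA serum blank; some compounds past the cut are filed as inactive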
#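 Assay system: Human serum alternative complement pathway, C3 deposition on LPS-coated wells | Incubation: 1 h serum-compound exposure at 37 °C | Doses: 5 µM per compound in ten-compound mixtures | Read-out: Percent inhibition | Technique: ELISA with HRP anti-human C3 antibody, TMB substrate, absorbance 450 nm | Replication: Two pool placements per compound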
# Hsp90 block: tumor Hsp90 inhibitors, primary screen, cell lysate, fluorescence polarization, NCI-N417 lysate. 64,000 tested, 0.35% active. inhibition, % at 30 µM. Heat shock protein HSP 90-alpha (Homo sapiens), P07900. Cy3B-geldanamycin FP displacement;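 active means inhibition above 50%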;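 further: 0% = tracer plus lysate wells and 100% = tracer alone without lysate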
# tolC growth inh: growth inhibitors of E. coli tolC mutant, primary screen, strain BW25113 ΔtolC::kan, 384-well; OD615; growth inhibition, % at 10 µM (by protocol); 65,000 tested, 2.2% active; AID 573, 2007;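 active means growth inhibition at or above a cutoff equal to the mean over every tested compound plus 3 SD, cut at about 60% in these data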;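 further: growth measured after 20 h incubation at 37 °C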
#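 Doses: one dose of 10 µM final / Material: E. coli BW25113 ΔtolC::kan, tolC deletion mutant strain / Buffer or medium: LB with kanamycin 50 µg/mL / Evaluation: percent growth inhibition / Detection: optical density read at 615 nm / Incubation: 37 °C, 20 h exposure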
# * hit, by the source's call; · = no result given.
SMILES,Cdc25B block,CatB inh,CatB mix inh,Ec RNAP inh,DUSP1 inh,D1 mod,AP complement,Hsp90 block,tolC growth inh
NCC(O)COc1ccc2c(c1)OCO2 (stereo not drawn),4.3,5.2,6.3,5.5,-0.7,-0.35,-6.3,-9.9,-9.8
CC(=O)OCP(C)(=O)COC(C)=O,1.3,-1.3,-3.3,0.1,-6.6,0.0281,5.4,0.1,-37.8
CC(C)(C)c1ccc(C(=O)N2CCC(C(=O)NCc3ccncc3)CC2)cc1,-35.7,2.7,1.8,2.8,6.0,-0.352,1.2,0.8,-6.4
CCCCOc1ccc(NC2=NC3(CCCC3)N=C(N)N2)cc1,0.4,1.8,-1.9,7.8,0.0,-4.19,1.5,-1.4,59.5
Cn1c(CSc2nc3ccc(Br)cc3[nH]2)nc2ccccc21,-6.6,5.8,4.2,2.7,0.7,1.28,-7.0,-2.6,34.3
Cc1ccc(C(=O)Nc2ccccc2C(=O)NCc2ccco2)cc1S(=O)(=O)N1CCCCC1,-12.0,1.1,-2.2,-1.3,-4.7,0.724,18.4,-19.1,27.7
Cc1ccc(-c2nn3c(C)nnc3s2)cc1NCc1c(F)cccc1Cl,-11.5,3.4,1.1,5.0,26.1,1.25,4.3,-10.6,17.1
c1ccc(-c2nc[nH]c2-c2ccccc2)cc1,-1.4,-1.9,6.0,4.7,-5.5,4.92*,5.1,-0.1,6.5
Cc1nc2cc(NC(=O)COc3ccc(C#N)cc3)ccc2n1-c1ccccc1,-1.0,0.7,-0.9,7.8,15.4,-1.05,-5.1,-0.4,7.0
O=C(CCn1c(=O)oc2ccccc21)Nc1nccs1,3.9,4.0,0.7,3.9,3.0,-1.78,8.4,-3.3,-17.9
N#CC(C(=O)Nc1cccc(Cl)c1)=C1Nc2ccccc2N1,-4.2,-1.9,1.6,8.6,5.5,-1.01,-6.9,-3.2,-14.5
CCOc1ccc2nc(NC(=O)C(CCSC)NS(=O)(=O)c3cccs3)sc2c1 (stereo not drawn),-2.9,2.3,-2.4,3.4,-13.9,-0.243,-1.8,-5.1,-19.4
O=C1CCCC(=NCc2ccco2)C1,-1.8,4.6,1.9,2.0,9.1,-0.508,16.1,·,4.8
CC1=C(C(=O)Nc2ccc(C)cc2)C(c2ccc(N(C)C)cc2)NC(=O)N1 (stereo not drawn),-5.2,·,·,·,5.1,-1.27,·,-2.0,-1.6
CC(C)CCn1c(CN2CCN(Cc3ccccc3)CC2)nc2c1c(=O)n(C)c(=O)n2C,-11.7,1.5,-4.8,7.5,38.5,0.814,4.2,-3.1,·
CCOCCCN(C(=O)Cn1nnc2ccccc21)C(C(=O)NCc1ccco1)c1ccncc1 (stereo not drawn),7.7,1.7,0.9,5.6,-13.7,0.631,2.1,-4.5,-26.2
COc1cccc(NS(=O)(=O)c2ccc(S(=O)(=O)N3CCOCC3)cc2)c1,-8.7,13.0,-1.2,3.8,-18.4,0.576,-5.3,-1.2,-1.3
Cc1nnc2sc(-c3ccc(NC(=O)CSc4ccc(Cl)cc4)cc3)nn12,0.8,-1.3,-2.8,2.3,13.4,-1.4,7.8,-17.2,5.7
C/C(Cl)=C/Cn1c(NCCCn2ccnc2)nc2c1c(=O)[nH]c(=O)n2C,0.3,4.9,-2.3,9.6,11.9,-0.0177,7.4,-2.5,-21.6
O=C(C1CCN(S(=O)(=O)c2cccc3nsnc23)CC1)N1CCCc2ccccc21,9.0,3.2,2.2,3.4,23.9,-0.0346,19.5,1.4,28.3
CC1CC(C)CN(c2ncc3c(n2)CC(c2ccccc2Cl)CC3=O)C1 (stereo not drawn),-13.7,1.9,3.8,8.3,-7.5,-0.915,3.4,3.8,16.4
COc1ccc(Cn2nnnc2C(c2ccccc2)N2CCN(C3CCCC3)CC2)cc1 (stereo not drawn),-14.0,0.7,0.0,-0.8,5.5,0.00511,7.8,-0.2,-2.2
CCCCc1nc(SCC(=O)Nc2ccc(S(N)(=O)=O)cc2)n[nH]1,-2.7,5.7,36.6,4.6,-6.9,0.606,7.4,0.6,-0.5
CN(C)c1nc2n(c(=O)n1)CCO2,-0.5,3.4,-2.2,1.3,-29.1,-0.552,13.1,-1.0,-13.4
CC(C)N1C(=O)C2C(C(=O)NCc3ccccc3)C3C=CC2(O3)C1C(=O)NC(C)(C)C (stereo not drawn),6.5,3.0,-0.2,-1.8,2.5,-0.0185,1.5,1.0,-10.1
C=CCN(CC(=O)NCC1CCCO1)C(=O)CCC(=O)Nc1cc(C)on1 (stereo not drawn),3.1,-0.1,-0.3,0.7,31.0,-0.241,-1.4,-1.2,-4.5
CC(N=Cc1cccc(O)c1O)c1ccccc1 (stereo not drawn),-3.2,5.7,2.5,·,2.9,-0.532,8.9,36.7,-13.4
COc1ccc(C(C)N2CC34C=CC(O3)C(C(=O)OCC(C)C)C4C2=O)cc1 (stereo not drawn),-18.1,-1.7,7.9,5.8,-6.2,-0.0878,12.3,-2.8,-10.3
CCCN(CCC)c1nc2ccccc2nc1C(C#N)C(=O)OCCOC (stereo not drawn),-9.4,-0.8,2.0,6.1,-20.4,0.973,15.0,-10.9,80.2*
CCOC(=O)CC1=NC(=O)CS1,-22.8,0.9,·,2.6,-30.9,-0.46,·,-0.2,-14.4
Cc1ccc(NC(=O)CSc2nnc(COc3ccc(C#N)cc3)n2-c2ccccc2)cc1C,2.0,-0.8,0.8,3.2,16.8,-0.729,-1.2,-1.0,10.1
COc1ccc(CNC(=O)c2ccc(NC(=O)C3CCCO3)cc2)cc1 (stereo not drawn),-11.9,-0.9,1.2,0.8,-2.6,-0.252,9.8,·,-5.5
Cc1cc(=O)n2nc(N3CCCC(C(=O)N4CCOCC4)C3)sc2n1 (stereo not drawn),-12.1,-1.5,2.4,-1.0,4.9,-0.153,16.7,2.0,-7.9
COc1ccc(-c2noc(CCC(=O)NCCCN3CCC(Cc4ccccc4)CC3)n2)cc1,-51.0,2.0,-2.8,0.4,-6.2,0.683,1.2,-13.3,2.8
Cc1ccc2c(c1)nnn2C1CCN(CC(=O)NCCc2nc3ccccc3[nH]2)CC1,-17.0,-0.2,-4.6,·,23.5,-1.32,1.4,-4.0,-12.7
COC(=O)c1ccccc1NC(=O)c1cc(C2CC2)on1,-14.4,1.6,4.7,4.6,10.7,0.99,18.6,-6.7,10.3
CC(NC(=O)c1ccc(=O)oc1)c1ccccc1 (stereo not drawn),3.2,1.6,·,9.8,-13.1,·,·,-4.8,-8.4
Cc1c(NC(=O)c2c(F)c(F)c(F)c(F)c2F)c(=O)n(-c2ccccc2)n1C,-6.1,3.1,-0.6,-0.7,4.5,1.04,21.5,-4.9,-9.9
Cc1ccc(-c2c3c(=O)n(C)c(=O)n(C)c3c3c(C)cc(C)nn23)cc1,-2.8,3.7,-1.2,-3.8,4.6,·,12.8,-0.3,-14.0
CCc1ccc2c(c1)c1nc(C)sc1n2CC,-14.2,3.3,1.5,1.5,-9.3,0.121,13.6,-6.8,28.8
Cc1ccc(NC(=O)CC2NCCNC2=O)cc1 (stereo not drawn),-4.9,2.4,-1.5,9.3,-2.4,·,2.1,0.5,-3.8
CC(=O)Nc1sc(N)nc1-c1ccccc1,-0.8,4.5,-1.3,2.7,-0.3,-0.987,12.0,1.2,-7.0
CCn1c(=O)c(=O)[nH]c2cc(C(=O)N3CCN(c4ccccc4F)CC3)ccc21,5.4,1.3,4.2,6.0,1.6,-0.0132,15.9,-50.1,-3.5
Cc1cc(=O)[nH]c(SCC(=O)N2CCC(C(N)=O)CC2)n1,-7.7,1.9,-8.9,13.0,4.5,-0.0932,-3.6,-1.6,-17.9
OCCOc1ccc(C2=NCCO2)cc1,-1.2,·,-2.3,-0.6,13.7,0.59,9.7,-3.3,1.9
O=C(CSc1nnc(CNC(=O)c2ccccc2F)o1)NCC1CCCO1 (stereo not drawn),-2.0,2.2,0.9,-0.5,-2.5,0.0363,14.2,-1.7,2.6
O=C(C1CCN(S(=O)(=O)c2ccc3c(c2)OCCO3)CC1)N1CCc2ccccc21,5.5,7.4,0.8,10.6,21.6,0.0662,-0.3,-0.7,21.1
O=C(Oc1ccc(OC(=O)c2ccncc2)cc1)c1ccncc1,-5.8,0.3,-2.7,-0.5,-3.0,-0.416,24.2,-2.1,-13.6

# Ordered by molecular weight (high to low): 3 of the compounds above
SMILES,Cdc25B block,CatB inh,CatB mix inh,Ec RNAP inh,DUSP1 inh,D1 mod,AP complement,Hsp90 block,tolC growth inh
CCn1c(=O)c(=O)[nH]c2cc(C(=O)N3CCN(c4ccccc4F)CC3)ccc21,5.4,1.3,4.2,6.0,1.6,-0.0132,15.9,-50.1,-3.5
CC(NC(=O)c1ccc(=O)oc1)c1ccccc1 (stereo not drawn),3.2,1.6,·,9.8,-13.1,·,·,-4.8,-8.4
OCCOc1ccc(C2=NCCO2)cc1,-1.2,·,-2.3,-0.6,13.7,0.59,9.7,-3.3,1.9

# Next part
SMILES,Cdc25B block,CatB inh,CatB mix inh,Ec RNAP inh,DUSP1 inh,D1 mod,AP complement,Hsp90 block,tolC growth inh
CC1(c2ccc3noc(-c4ccccc4)c3c2)OCCO1,2.1,1.0,1.2,0.8,-16.4,2.97,14.9,-1.8,-21.3
Cc1onc(-c2ccccc2Cl)c1C(=O)Nc1sc2c(c1C#N)CCC2,-3.8,5.1,-1.5,9.2,-20.8,0.0221,1.1,-10.7,82.9*
S=c1[nH]ncn1/N=C/c1ccc(Br)cc1,-2.4,1.8,-3.5,6.7,14.3,1.1,-7.5,-1.1,1.6
O=C(c1ccccc1-c1ccccc1)N1CCOCC1,-14.9,-1.3,6.9,8.2,-10.0,·,15.0,-2.1,-5.6
c1ccc(CSc2nnc(-c3ccco3)n2Cc2ccccc2)cc1,-11.9,-1.6,-0.2,-7.6,8.3,-1.12,12.9,-2.4,100.0*
Cc1nc(N2CCN(C)CC2)c2c(C)c(C(=O)Nc3ccc(F)cc3)sc2n1,-7.1,-7.0,3.9,1.9,-32.9,-1.85,11.7,1.8,-7.1
CC1=C(C(=O)OC(C)C)C(c2cccnc2)n2ncnc2N1 (stereo not drawn),1.0,-0.3,1.5,6.5,-11.1,0.286,8.8,1.3,-12.7
CC(NC(=O)C1CC1)C(c1cccs1)N1CCN(c2ccccc2)CC1 (stereo not drawn),-9.6,0.5,0.6,6.5,-7.2,-0.932,-6.7,0.3,6.2
Cn1c(C(=O)N2CCN(c3ncccn3)CC2)cc2c(=O)n(C)c3ccccc3c21,-7.0,-0.9,4.8,13.1,6.1,-0.127,11.9,-2.5,29.3
N#Cc1nc(-c2ccc(Cl)cc2)oc1NCc1ccco1,2.0,0.2,-3.0,-6.5,0.7,4.23,7.3,-1.1,-4.1
COc1nc(OC)nc(N(C)CCO)n1,4.5,0.0,1.0,3.9,5.2,0.849,6.6,-0.5,-22.6

# 2 of the compounds above, with values under each structure.
# Values run as follows: Cdc25B block | CatB inh | CatB mix inh | Ec RNAP inh | DUSP1 inh | D1 mod | AP complement | Hsp90 block | tolC growth inh
> CC1=C(C(=O)OC(C)C)C(c2cccnc2)n2ncnc2N1 (stereo not drawn)
    1.0 | -0.3 | 1.5 | 6.5 | -11.1 | 0.286 | 8.8 | 1.3 | -12.7
> CC(NC(=O)C1CC1)C(c1cccs1)N1CCN(c2ccccc2)CC1 (stereo not drawn)
    -9.6 | 0.5 | 0.6 | 6.5 | -7.2 | -0.932 | -6.7 | 0.3 | 6.2
